Myeloid diff 2: myeloid differentiation induction; ER-HoxA9 myeloid progenitors, lysozyme-GFP differentiation, flow cytometry; calls only at 10 µM; 360,000 tested, 1% active; AID 624256;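 active = normalized GFP-positive differentiation at or above the plate's own cutoff, the solvent-only control mean plus 3 SD; inconclusive = no clear call, values can overlap the other calls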;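 also: cells exposed to compound for four days before flow analysis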
Insulin prom up: MIN6 insulin promoter up-regulation; MIN6 insulin promoter-GFP reporter, high-content imaging; hits give high values; AID 1625; 190,000 tested, 0.3% active; z-score at 5 µM;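 active = z-score above 3 at 5 µM with at least 500 cells counted in the well; inconclusive = wells under 500 cells, flagged as cytotoxic or low count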
West Nile virus CPE: West Nile virus antiviral activity, cell-based, CPE readout (AID 1621); West Nile virus-infected cells, CPE inhibition; higher % means a stronger effect; one-dose CPE inhibition, % at 10 µM; IC50 in µM for titrated hits; 290,000 tested, 0.02% active; in the data active = a potency from the dose series; inconclusive = CPE inhibition mostly from about 3.7% at the one dose, without a potency; inactive = the rest, 99 in 100 with CPE inhibition below about 2.2%; also: strong numbers were not always called active
bCat nuc transl: modulators of beta-catenin nuclear translocation. HeLa beta-catenin nuclear translocation, immunofluorescence imaging. nuclear translocation activity, % at 5 µM. 190,000 tested, 0.3% active. AID 1665;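 active = nuclear translocation activity above 50% at 5 µM, with a well cell count of 50 or more; inconclusive = wells under 50 cells across six images, flagged as toxic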;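 also: per-cell ratio of nuclear to cytoplasmic median beta-catenin stain intensity; plate controls were DMSO negative control for no effect and GSK-3 inhibitor IX positive control for full effect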
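Signal – beta-catenin immunofluorescence imaging with DAPI · Test system – human HeLa cell line · Dosing – 5 µM primary single dose, 0.1% DMSO, 0.02–20 µM confirmation series · Measure – % activation, nuclear-to-cytoplasmic median beta-catenin signal ratio per cell · Incubation – 24 h compound exposure at 37°C, 5% CO2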
Autophagy HCS: modulators of autophagy; calls only at 10 µM (by protocol); 190,000 tested, 0.98% active; MEF GFP-LC3 puncta imaging; test concentration mostly 10 µM;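 active = percentage of spot-positive cells more than 3 SD above its plate mean, without a fluorescence outlier flag or 80% toxicity; inconclusive = no clear call, values can overlap the other calls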;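 also: spot-positive cell cutoff set from DMSO-treated cells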
WT yeast gro inh: growth inhibition of WT yeast, mitochondrial fusion screen; mitochondrial fusion phenotypic screen, WT strain; inhibition, % at 10 µM; 190,000 tested, 2.1% active; AID 1362; in the data active = inhibition above about 58%; tested in S. cerevisiae
Hep lipid drop: modulators of hepatic lipid droplet formation; AML12 mouse hepatocytes, oleate lipid droplets, BODIPY imaging; inhibition, % at 6.5 µM; 240,000 tested, 0.4% active;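 active = lipid droplet intensity inhibited by at least 50%, with more than 500 cells counted; inconclusive = wells with under 300 cells, treated as cytotoxic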
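Material – AML12 mouse liver cells · Also added – oleate loading, 100 µM · Compound dosing – 6.5 µM single-point dosing · Times – overnight treatment with compound plus oleate · Measured by – fluorescence imaging, 20x objective, two fields per well · Read-out – percent inhibition of filter-corrected integrated lipid droplet intensity per well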
T cell HTS: T cell immune modulation candidate; calls only at 7 µM; 2C CD8+ T cell-vesicle binding, flow cytometry; hits give low values; 330,000 tested, 0.068% active;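 active = response, share of CD8 T cells binding vesicles, and their 90th percentile fluorescence all below set limits, cut at about 80% in these data, passing the limit was not always enough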
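Assay system – 2C mouse CD8+ T cells · Also added – QL9-loaded Drosophila micro-vesicles · Timing – Cell–vesicle co-incubation 1.5 h at 37 °C, staining 20 min on ice · Signal – flow cytometry of vesicle-bound cells · Measure – percent CD8+ FL2 mean versus row control · Controls – Peptide-free naked vesicles (low) and QL9 vesicles with 0.7% DMSO vehicle (high)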
MT stabilizer: microtubule stabilization, imaging screen | % tubulin-high responders, % at 10 µM | HeLa tubulin immunostaining HCS, 24 h; share of cells brighter than vehicle mean+2SD | 200,000 tested, 0.83% active;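 active = plate Z-score above 3 for both tubulin-high and condensed-nucleus cell shares, with cell loss under 80%, at 10 µM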;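 also: anti alpha tubulin signal scored within the nucleus-defined area of each cell; some results filed as inactive read as strong as hits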
WT yeast gro inh mutant strain: recorded beside WT yeast gro inh, whose call it bears; inhibition, %; mitochondrial fusion phenotypic screen, mutant strain inhibition
Insulin prom up cell count: recorded beside Insulin prom up, whose call it bears; cell count; measured here: cytotoxicity, nuclei count;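 total cells summed across four imaged fields per well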
Hep lipid drop cells 6.5 µM: recorded beside Hep lipid drop, whose call it bears; cell count; measured here: cell count, cytotoxicity flag;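 cells counted across two imaged fields per well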
bCat nuc transl cell count 5 µM: further read-out of bCat nuc transl, marked with its call; cell count; measured here: cell count, cytotoxicity flag
T cell HTS vesicle-bound %: further read-out of T cell HTS, marked with its call; double positive events, %; measured here: CD8+ vesicle-bound cell fraction;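 binding gate set so that unloaded-vesicle control wells show 10% double positive cells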
MT stabilizer Hoechst-high %: recorded beside MT stabilizer, whose call it bears; % Hoechst-high responders; measured here: nuclear condensation Hoechst responders;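 share of cells brighter than vehicle mean plus two SD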
MT stabilizer cytotoxicity %: second read-out of MT stabilizer, no call of its own (marks repeat the call); toxicity, %; measured here: cytotoxicity by cell density;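 0% = mean cell density of plate MIN control wells and 100% = no cells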
Autophagy HCS cell loss 18 h: also measured in Autophagy HCS; calls as there; toxicity, %; measured here: cell loss, nuclei count;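 cell loss after 18 h compound exposure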
Myeloid diff 2 GFP+ MAC1+ %: recorded beside Myeloid diff 2, whose call it bears; GFP+ MAC1+ double positive, %; measured here: differentiation confirmed by MAC1 staining
The depositor's hits bear a star.

What do the screens show for `COc1cc(O)oc1C=Nc1ccc(Cl)cc1Cl`?
Myeloid diff 2: inactive; Insulin prom up: 0.93; West Nile virus CPE: 0.9%; bCat nuc transl: -0.5; Autophagy HCS: inactive; WT yeast gro inh: 40; T cell HTS: inactive; MT stabilizer: 1.6; WT yeast gro inh mutant strain: -4; Insulin prom up cell count: 1449; bCat nuc transl cell count 5 µM: 1367; T cell HTS vesicle-bound %: 54; MT stabilizer Hoechst-high %: 1.7; MT stabilizer cytotoxicity %: 6.3; Autophagy HCS cell loss 18 h: 9; Myeloid diff 2 GFP+ MAC1+ %: 1.1

What do the screens show for `O=C(Cn1cnc([N+](=O)[O-])n1)N/N=C/c1ccccc1O`?
Myeloid diff 2: inactive; West Nile virus CPE: 1.1%; Autophagy HCS: inactive; WT yeast gro inh: 43; T cell HTS: inactive; MT stabilizer: 1.9; WT yeast gro inh mutant strain: 9; T cell HTS vesicle-bound %: 22; MT stabilizer Hoechst-high %: 2.4; MT stabilizer cytotoxicity %: 1.5; Autophagy HCS cell loss 18 h: 11; Myeloid diff 2 GFP+ MAC1+ %: 0.9

How did Cc1ccc(-n2c(-c3ccccc3)c[n+]3c2CCc2ccccc2-3)c(C)c1 do in these assays?
Insulin prom up: inconclusive; West Nile virus CPE: -1.3%; bCat nuc transl: -0.3; Autophagy HCS: inactive; WT yeast gro inh: 14; Hep lipid drop: -25; T cell HTS: inactive; MT stabilizer: 3.3; WT yeast gro inh mutant strain: 34; Hep lipid drop cells 6.5 µM: 622; bCat nuc transl cell count 5 µM: 996; T cell HTS vesicle-bound %: 42; MT stabilizer Hoechst-high %: 2.6; MT stabilizer cytotoxicity %: 1.6; Autophagy HCS cell loss 18 h: 8

What do the screens show for `CN(C(=O)COC(=O)c1ccc(-c2ccc(O)cc2)cc1)C1CCS(=O)(=O)C1` (stereo not drawn)?
Myeloid diff 2: inactive; Insulin prom up: -0.07; West Nile virus CPE: 0.5%; bCat nuc transl: -1.7; Hep lipid drop: -4; T cell HTS: inactive; Insulin prom up cell count: 1383; Hep lipid drop cells 6.5 µM: 698; bCat nuc transl cell count 5 µM: 1125; T cell HTS vesicle-bound %: 56; Myeloid diff 2 GFP+ MAC1+ %: 0.7

Results for CN1CCN(S(=O)(=O)c2ccc(NC(=S)NC(=O)C3CCCC3)cc2)CC1 ?
Myeloid diff 2: inactive; West Nile virus CPE: 0.6%; bCat nuc transl: 0.7; Autophagy HCS: inactive; WT yeast gro inh: 5; Hep lipid drop: -9; T cell HTS: inactive; MT stabilizer: 2.9; WT yeast gro inh mutant strain: 5; Hep lipid drop cells 6.5 µM: 683; bCat nuc transl cell count 5 µM: 1175; T cell HTS vesicle-bound %: 45; MT stabilizer Hoechst-high %: 2.4; MT stabilizer cytotoxicity %: 8.0; Autophagy HCS cell loss 18 h: 6; Myeloid diff 2 GFP+ MAC1+ %: 0.3

How did Cc1ccccc1NS(=O)(=O)c1ccc(C)c(C(N)=O)c1 do in these assays?
Myeloid diff 2: inactive; Insulin prom up: 0.35; West Nile virus CPE: -0.2%; bCat nuc transl: -3.6; Autophagy HCS: inactive; WT yeast gro inh: -7; T cell HTS: inactive; MT stabilizer: 3.0; WT yeast gro inh mutant strain: -5; Insulin prom up cell count: 1402; bCat nuc transl cell count 5 µM: 1001; T cell HTS vesicle-bound %: 19; MT stabilizer Hoechst-high %: 2.3; MT stabilizer cytotoxicity %: 6.0; Autophagy HCS cell loss 18 h: 5; Myeloid diff 2 GFP+ MAC1+ %: 1.3

Results for CCN1CCCC1CN(Cc1cc2cc(C)cc(C)c2[nH]c1=O)C(=O)Nc1ccccc1OC (stereo not drawn) ?
Insulin prom up: 0.57; West Nile virus CPE: 0.3%; bCat nuc transl: -0.8; T cell HTS: inactive; Insulin prom up cell count: 865; bCat nuc transl cell count 5 µM: 900; T cell HTS vesicle-bound %: 22

Results for COc1ccc(N(CC(=O)N/N=C/c2ccc(-c3ccc([N+](=O)[O-])cc3)o2)S(=O)(=O)c2ccc(C)cc2)cc1Cl ?
Myeloid diff 2: inactive; Insulin prom up: 0.68; West Nile virus CPE: 0.6%; bCat nuc transl: 0.1; Autophagy HCS: inactive; WT yeast gro inh: 14; Hep lipid drop: 25; T cell HTS: inactive; MT stabilizer: 1.9; WT yeast gro inh mutant strain: 19; Insulin prom up cell count: 1238; Hep lipid drop cells 6.5 µM: 790; bCat nuc transl cell count 5 µM: 1176; T cell HTS vesicle-bound %: 21; MT stabilizer Hoechst-high %: 0.5; MT stabilizer cytotoxicity %: 7.8; Autophagy HCS cell loss 18 h: -3; Myeloid diff 2 GFP+ MAC1+ %: 1.0

How did CNc1ccc(Cl)nn1 do in these assays?
Myeloid diff 2: inactive; Insulin prom up: -0.55; West Nile virus CPE: 0.3%; bCat nuc transl: -0.5; Autophagy HCS: inactive; WT yeast gro inh: 17; Hep lipid drop: 5; T cell HTS: inactive; MT stabilizer: 4.3; WT yeast gro inh mutant strain: 8; Insulin prom up cell count: 1332; Hep lipid drop cells 6.5 µM: 712; bCat nuc transl cell count 5 µM: 1129; T cell HTS vesicle-bound %: 13; MT stabilizer Hoechst-high %: 2.4; MT stabilizer cytotoxicity %: 1.7; Autophagy HCS cell loss 18 h: -14; Myeloid diff 2 GFP+ MAC1+ %: 0.6

What do the screens show for `CC1(C)Cc2c(cnn2-c2ccc(F)cc2)C(NC(=O)CCn2cncn2)C1` (stereo not drawn)?
Myeloid diff 2: inactive; West Nile virus CPE: -0.4%; Hep lipid drop: -3; T cell HTS: inactive; Hep lipid drop cells 6.5 µM: 661; T cell HTS vesicle-bound %: 18; Myeloid diff 2 GFP+ MAC1+ %: 0.8

Results for CCCc1[nH]nc2c1C(c1ccccc1OCC)C(C#N)=C(N)O2 (stereo not drawn) ?
Myeloid diff 2: inactive; Insulin prom up: -0.19; West Nile virus CPE: -0.2%; bCat nuc transl: -6.0; Autophagy HCS: inactive; WT yeast gro inh: 1; T cell HTS: inactive; MT stabilizer: 6.7; WT yeast gro inh mutant strain: 6; Insulin prom up cell count: 1213; bCat nuc transl cell count 5 µM: 915; T cell HTS vesicle-bound %: 24; MT stabilizer Hoechst-high %: 4.3; MT stabilizer cytotoxicity %: 7.0; Autophagy HCS cell loss 18 h: -10; Myeloid diff 2 GFP+ MAC1+ %: 0.4

What do the screens show for `COc1ccc(N2CCN(C(=O)CCCn3c(=S)[nH]c4cc5c(cc4c3=O)OCO5)CC2)cc1`?
Myeloid diff 2: inactive; Insulin prom up: -0.96; West Nile virus CPE: -0.9%; bCat nuc transl: -4.9; Autophagy HCS: inactive; WT yeast gro inh: 8; T cell HTS: inactive; MT stabilizer: 9.4; WT yeast gro inh mutant strain: -12; Insulin prom up cell count: 1365; bCat nuc transl cell count 5 µM: 953; T cell HTS vesicle-bound %: 10; MT stabilizer Hoechst-high %: 5.7; MT stabilizer cytotoxicity %: 9.7; Autophagy HCS cell loss 18 h: 0; Myeloid diff 2 GFP+ MAC1+ %: 0.4

Results for O=C(Cn1nnc(-c2ccc(F)cc2)n1)OCC(=O)c1ccccc1 ?
Myeloid diff 2: inactive; Insulin prom up: -0.02; West Nile virus CPE: 0.1%; bCat nuc transl: -3.4; Autophagy HCS: inactive; WT yeast gro inh: -5; Hep lipid drop: 5; T cell HTS: inactive; MT stabilizer: 2.3; WT yeast gro inh mutant strain: 24; Insulin prom up cell count: 1298; Hep lipid drop cells 6.5 µM: 679; bCat nuc transl cell count 5 µM: 1100; T cell HTS vesicle-bound %: 35; MT stabilizer Hoechst-high %: 1.2; MT stabilizer cytotoxicity %: 8.3; Autophagy HCS cell loss 18 h: 6; Myeloid diff 2 GFP+ MAC1+ %: 0.1

Results for COc1cccc2c(=O)n(CC(=O)Nc3ccccc3)ccc12 ?
Myeloid diff 2: inactive; West Nile virus CPE: 0.2%; bCat nuc transl: 2.6; Autophagy HCS: inactive; WT yeast gro inh: 18; Hep lipid drop: -2; T cell HTS: inactive; MT stabilizer: 1.2; WT yeast gro inh mutant strain: 13; Hep lipid drop cells 6.5 µM: 706; bCat nuc transl cell count 5 µM: 1004; T cell HTS vesicle-bound %: 32; MT stabilizer Hoechst-high %: 5.8; MT stabilizer cytotoxicity %: 7.9; Autophagy HCS cell loss 18 h: -1; Myeloid diff 2 GFP+ MAC1+ %: 2.8

What do the screens show for `CCOc1ccc(N2C(=O)c3ccccc3C2=O)cc1`?
Myeloid diff 2: inactive; Insulin prom up: 0.67; West Nile virus CPE: -0.2%; bCat nuc transl: -3.2; Autophagy HCS: inactive; WT yeast gro inh: 7; Hep lipid drop: 1; T cell HTS: inactive; MT stabilizer: 2.1; WT yeast gro inh mutant strain: 15; Insulin prom up cell count: 956; Hep lipid drop cells 6.5 µM: 808; bCat nuc transl cell count 5 µM: 1233; T cell HTS vesicle-bound %: 47; MT stabilizer Hoechst-high %: 1.4; MT stabilizer cytotoxicity %: 5.1; Autophagy HCS cell loss 18 h: 25; Myeloid diff 2 GFP+ MAC1+ %: 0.5
